Compound activity as filed in PubChem.
PhoP inhibition – inhibitors of PhoP regulon expression, primary screen, Salmonella Typhimurium, GFP reporter (AID 1863); actives 0.16% (n = 300,000); S. Typhimurium PhoP-regulated promoter GFP reporter, 4 h; higher % means a stronger effect; inhibition, % at 50 µM; hits with a dose series show IC50 in µM;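 active = inhibition over 29.93%, a cutoff 3 SD above the screen mean, later confirmed by dose response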;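 also: 0% = low Mg2+ inducing control and 100% = high Mg2+ repressing control; strong numbers were not always called active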
T cell modulator – T cell immune modulation candidate; actives 0.068% (n = 330,000); calls only at 7 µM; 2C CD8+ T cell-vesicle binding, flow cytometry; active compounds read low;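 active = response, share of CD8 T cells binding vesicles, and their 90th percentile fluorescence all below set limits, cut at about 80% in these data, passing the limit was not always enough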
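material = purified 2C TCR transgenic mouse naive CD8+ T cells | controls = Unloaded micro-vesicles (low), QL9 vesicles with 0.7% DMSO (high) | detection = cytometric PE anti-B7-1 and Alexa647 anti-CD8 signals after 1% paraformaldehyde fixation | incubation = binding step 1.5 h, 37 °C, antibody labelling 20 min, ice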
Lipid droplet – hepatic lipid droplet formation modulation. AML12 mouse hepatocytes, oleate lipid droplets, BODIPY imaging. inhibition, % at 6.5 µM. actives 0.4% (n = 240,000);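 active = lipid droplet intensity inhibited by at least 50%, with more than 500 cells counted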
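material = mouse AML12 hepatocyte cell line, fixed after treatment | also added = 100 µM oleic acid challenge | doses = compound at 6.5 µM only | schedule = overnight exposure | technique = Image-based BODIPY and DAPI two-channel analysis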
Lipid droplet cells 6.5 µM – recorded beside Lipid droplet, whose call it bears; cell count; measured here: cell count, cytotoxicity flag;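 cells counted across two imaged fields per well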
T cell modulator vesicle-bound % – second read-out of T cell modulator, no call of its own (marks repeat the call); double positive events, %; measured here: CD8+ vesicle-bound cell fraction;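 binding gate set so that unloaded-vesicle control wells show 10% double positive cells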
Numbers without * were called inactive; i = inactive. The list is partial; rates above refer to the full screens.

A first look, 2 compounds:
SMILES	PhoP inhibition	T cell modulator	T cell modulator vesicle-bound %	Lipid droplet	Lipid droplet cells 6.5 µM
COC1=C/C(=C/c2c(N)n3nc(CC(=O)N4CCCCC4)sc3nc2=O)C=CC1=O	-4%	i	28	-2	782
COc1ccc(NC(=O)c2cc(C(=O)Nc3ccc(OC)cc3OC)cc([N+](=O)[O-])c2)c(OC)c1	-4%	i	42	3	741

The listing (from the top)
SMILES	PhoP inhibition	T cell modulator	T cell modulator vesicle-bound %	Lipid droplet	Lipid droplet cells 6.5 µM
COC1=C/C(=C/c2c(N)n3nc(CC(=O)N4CCCCC4)sc3nc2=O)C=CC1=O	-4%	i	28	-2	782
COc1ccc(NC(=O)c2cc(C(=O)Nc3ccc(OC)cc3OC)cc([N+](=O)[O-])c2)c(OC)c1	-4%	i	42	3	741
COc1ccc(NC2CCCN(C(=O)c3c(C)noc3C)C2)cc1 (stereo not drawn)	-6%	i	16	-1	865
CCS(=O)(=O)Nc1cccc(C2=NN(C(=O)c3ccco3)C(c3ccco3)C2)c1 (stereo not drawn)	4%	i	5	14	853
Cc1cc(C)cc(-n2ncc3c2CCCC3NC(=O)c2csnn2)c1 (stereo not drawn)	-6%	i	56	-2	835
CC(=O)N1c2ccc(S(=O)(=O)NCCC(=O)N3CCCC(C)C3)cc2CC1C (stereo not drawn)	-7%	i	11	9	737
CCN(C(=O)Cn1nc(C)n2c(cc3cc(C)ccc32)c1=O)c1ccccc1	-9%	i	4	4	745
Cc1ccc(S(=O)(=O)N(C)c2nc3ccccc3n3c(C(C)C)nnc23)cc1	-10%	i	28	10	705
CC(C)N1CCc2c(sc(NC(=O)CCS(=O)(=O)c3ccccc3)c2C#N)C1	-3%	i	23	-25	783
O=C(NC(=S)Nc1ccccc1N1CCOCC1)c1ccccc1F	-3%	i	8	23	618
COc1cccc2sc3ccc(C#CC4(N)CCCCC4)cc3c(=O)c12	-7%	i	16	1	779
CC(=O)c1ccc(S(=O)(=O)NC2CCSc3ccccc32)cc1 (stereo not drawn)	-6%	i	10	-7	746
COc1ccc(C(=O)Nc2ccc(NC(=O)c3cccc(F)c3)cn2)cc1	7%	i	27	-3	735
O=[N+]([O-])c1ccccc1/C=C/CN1CCCCC1CO (stereo not drawn)	3%	i	58	-14	824
CC(=O)N1c2ccc(S(=O)(=O)N3CCCC(C(=O)NCc4ccccc4Cl)C3)cc2CC1C (stereo not drawn)	-7%	i	9	-7	710
Cc1cccc(C)c1OCC(=O)Nc1ccc2c(c1)C(=O)NC2=O	9%	i	26	-3	825
CSc1nccn1C(=O)c1ccccc1[N+](=O)[O-]	0%	i	53	1	828
CCCS(=O)(=O)c1nc(S(=O)(=O)c2ccc(C)cc2)c(N2CC(C)OC(C)C2)s1 (stereo not drawn)	-2%	i	20	-9	651
Cc1ccc(S(=O)(=O)CC(=O)c2cc3cccc(C)c3oc2=O)cc1	-1%	i	12	2	738
C=CCN1C(=O)/C(=C2/Sc3ccccc3N2CC)SC1=S	-22%	i	60	2	848
CCCN1C2CCCC1CC(NC(=O)NC13CC4CC(CC(C4)C1)C3)C2 (stereo not drawn)	-7%	i	6	-5	817
O=C(Nc1ccc(N2CCCC2=O)cc1)c1cncc(Br)c1	0%	i	70	-11	594
Cc1cc(C)c[n+](-c2[nH]c(=O)sc2/C=N/N=C(\[O-])c2cccnc2)c1	13%	i	20	18	770
CCn1cc(/C=C(\NC(=O)c2cc(OC)c(OC)c(OC)c2)C(=O)NCCN2CCOCC2)c2ccccc21	2%	i	20	-2	747
O=S(=O)(/C=C/c1ccccc1)N1CCNCC1	7%	i	35	4	861
COc1cccc(/C=C(\C)C(=O)c2c(C)cc(C)[nH]c2=O)c1OC	2%	i	55	-1	837
Cc1cccc(NC(=O)NCCCCc2ccccc2)c1	-6%	i	6	-2	869
COC(=O)c1cccc(C(=O)N2CCCC(Nc3ccc4c(c3)OCCO4)C2)c1 (stereo not drawn)	-9%	i	32	-2	656
CSc1ncccc1C(=O)N(C)CC(=O)Nc1ccc(Cl)c(C(F)(F)F)c1	-7%	i	62	5	712
COc1cccc(NC(=O)CC2C(=O)NC3CCCCC3N2C(=O)c2ccccc2)c1 (stereo not drawn)	-1%	i	8	-23	712
Cn1nc(C(=O)Nc2ccc3c(c2)OCO3)c2ccccc2c1=O	2%	i	63	5	862
COc1ccc(C(=O)NC(=S)Nc2cccnc2)cc1Cl	-2%	i	41	-5	731
COc1ccccc1N1CCN(C(=O)CCc2nnc3ccc(N4CCC(C)CC4)nn23)CC1	-6%	i	44	-13	724
COc1ccc(CNC(=O)CN(C(=O)c2snc(C(N)=O)c2N)c2ccc(OC)c(OC)c2)cc1	2%	i	20	-3	748
COc1ccccc1OCc1cc(C(=O)N2CC3C[C@@H]4CC2C[C@H](C3)C4)no1	-5%	i	17	34	719
C/C(=N\Nc1ccccc1C)c1cccnc1	2%	i	7	5	839
COc1ccc(C(=O)CCN2CCN(c3ccc(OC)cc3)CC2)cc1	6%	i	21	4	810
CC(=O)N1c2ccc(S(=O)(=O)NCCC(=O)Nc3cccc(Cl)c3)cc2CC1C (stereo not drawn)	-7%	i	15	-2	698
O=[N+]([O-])c1ccc(N/N=C/c2cccc(O)c2O)cc1	9%	i	66	8	776
Cc1cccc(N2C(=O)C3CCCN3C2=S)c1 (stereo not drawn)	-4%	i	15	0	802

An excerpt from above in order of heavy-atom count, lowest first.
SMILES	PhoP inhibition	T cell modulator	T cell modulator vesicle-bound %	Lipid droplet	Lipid droplet cells 6.5 µM
O=C(Nc1ccc(N2CCCC2=O)cc1)c1cncc(Br)c1	0%	i	70	-11	594
Cc1cc(C)c[n+](-c2[nH]c(=O)sc2/C=N/N=C(\[O-])c2cccnc2)c1	13%	i	20	18	770
CCCN1C2CCCC1CC(NC(=O)NC13CC4CC(CC(C4)C1)C3)C2 (stereo not drawn)	-7%	i	6	-5	817
CSc1ncccc1C(=O)N(C)CC(=O)Nc1ccc(Cl)c(C(F)(F)F)c1	-7%	i	62	5	712

Other structures
SMILES	PhoP inhibition	T cell modulator	T cell modulator vesicle-bound %	Lipid droplet	Lipid droplet cells 6.5 µM
COc1ccc(CCNC(=O)CCS(=O)(=O)Cc2ccccc2C)cc1OC	10%	i	25	-1	415
O=C(CSc1ccccc1)Nc1ccc2sccc2c1	-1%	i	27	1	733
COc1cc(OC)c(C2Nc3ccccc3NC3=C2C(=O)CC(C)(C)C3)cc1OC (stereo not drawn)	0%	i	60	-7	800
CCCS(=O)(=O)N1CCCC(C(=O)NCCc2cccc(C)c2)C1 (stereo not drawn)	0%	i	33	-10	427
CCN(C(=O)Cc1c(C(=O)O)n(C)c2ccccc12)c1cccc(C)c1	14%	i	26	-2	839
N#C/C(=C/c1cc(Cl)c(O)c(Cl)c1)C(=O)N1CCCCC1	-5%	i	58	10	807
Cc1cccc(COC(=O)C(Cc2ccccc2)NC(N)=O)c1 (stereo not drawn)	1%	i	27	-11	489
COc1cc(OCC(=O)NC(C)C)cc2c1C(=O)O[C@@H](C)CCCC(=O)CCCCC2	1%	i	23	-12	830
CC(O)c1ccc(OCCN(C)c2ccccn2)cc1 (stereo not drawn)	29%	i	7	-1	826
Cn1c(SCC(=O)Nc2ccc3c(c2)OCCO3)nnc1-c1ccncc1	3%	i	49	-1	779
O=C(O)c1ccc(Nc2nc(-c3cccnc3)cs2)cc1	0%	i	63	6	845
c1ccc(SCCN2CCN(c3ccccc3)CC2)cc1	8%	i	46	-3	830
Cc1ccccc1NC(=O)C1CCC(=O)N1 (stereo not drawn)	-3%	i	49	3	825
Cc1cc(C)cc(NS(=O)(=O)Cc2ccccc2)c1	5%	i	60	2	754
COc1ccc2[nH]c(C(=O)NCc3ccccc3)c(C)c2c1	18%	i	49	-5	814
Cc1c(C(=O)N2CCC[C@H]2CO)oc2c(F)cccc12	14%	i	58	9	865
COc1cccc(CNS(=O)(=O)c2ccc(N3CCCC3=O)cc2)c1	-3%	i	10	-11	706
CCc1ccccc1-n1c(SCC(=O)NC)nnc1-c1ccco1	3%	i	62	5	860
Cc1cc(NC(=O)c2ccc(F)cc2)n(-c2ccccc2)n1	1%	i	38	-5	802
CCCn1nnnc1NCc1ccccc1Cl	6%	i	22	2	863
Cc1c(OCC(=O)N(C)c2ccccc2)ccc2c3c(c(=O)oc12)CCC3	-4%	i	14	22	828
COC(=O)c1ccc(NC(=O)CCN2CCOCC2)cc1	6%	i	16	4	840
Cn1c(SCC(=O)N2CCCCCC2)nc2c(c1=O)SCC2	-9%	i	63	-8	667
COc1cc(C(C)=O)ccc1OCC(O)CN1CCN(c2c(C)cccc2C)CC1 (stereo not drawn)	3%	i	49	-3	789
COc1ccc(S(=O)(=O)NCc2cccnc2)cc1OC	15%	i	44	0	767
Cc1ccc(/C(O)=C2/C(=O)C(=O)N(c3ccccn3)C2c2cccc([N+](=O)[O-])c2)cc1 (stereo not drawn)	-2%	i	31	-23	718
COc1ccc(N(CC(=O)Nc2cccc3ccccc23)S(C)(=O)=O)cc1	1%	i	57	3	787
CCc1ccc(N2CC(C(=O)NC3CC3)CC2=O)cc1 (stereo not drawn)	11%	i	35	-1	699
Cc1cc(F)ccc1S(=O)(=O)N1CCCOC1CNC(=O)C(=O)NCCCN1CCOCC1 (stereo not drawn)	-3%	i	20	6	694
COc1ccc(-c2noc(C3CCCN(C(=O)c4cccc(C)c4)C3)n2)cc1 (stereo not drawn)	7%	i	21	-7	769
Cc1c(NC(=O)c2ccc(NC(=O)C3CC3)cc2)cccc1C(=O)O	2%	i	74	-3	845
Cc1cc(C)n(C(=O)Cn2nc(C)c(Br)c2C)n1	-3%	i	54	-4	800
COc1cc(Cl)ccc1OCc1cc(C(=O)N2CCCCC2c2cccnc2)no1 (stereo not drawn)	-2%	i	5	-2	693
CCOc1cc(S(=O)(=O)Nc2ccncc2)ccc1F	-2%	i	56	-2	850
Cc1cc(NC(=O)CSc2nc(Cc3ccccc3)c(C)[nH]2)no1	-5%	i	10	-9	773
CCC[C@@H]1C[C@@H](C(=O)NC(C(C)Cl)[C@H]2O[C@H](SC)[C@H](O)[C@@H](O)[C@H]2O)N(C)C1 (stereo partly drawn)	-34%	i	23	12	771
Cc1nc(NC(=O)CSc2nccn2C)sc1C(=O)N(C)C	2%	i	18	4	834
CCOC(=O)c1cc2c(=O)c3ccccc3oc2nc1C	7%	i	14	15	860
Nc1nonc1-n1nnc(C(=O)N/N=C/c2cccc(F)c2)c1-c1ccc2c(c1)OCO2	0%	i	27	4	703
COc1ccc(NC(=S)N2CCN(C(=O)c3ccco3)CC2)cc1	-6%	i	17	-2	795
CCOc1c(Br)cc(C(=O)N2CCCN(C)CC2)cc1OC	8%	i	36	-7	390
CCOc1ccc(N(Cc2cc3cc(C)ccc3[nH]c2=O)C(=O)COC)cc1	-4%	i	7	7	798
CCn1cc(Cl)c(C(=O)Nc2cccc(CN3CCOCC3)c2)n1	-3%	i	12	4	752
COc1ccc(N(C(=O)c2ccco2)C(C(=O)NC2CCCC2)c2cccnc2)c(OC)c1 (stereo not drawn)	4%	i	47	6	825
Cc1ccc2nc(C)c(CN3CCN(c4ccc([N+](=O)[O-])cc4Cl)CC3)n2c1	33%	i	17	-32	696
CC(=O)C1=C(O)C(=O)N(c2ccc(O)cc2)C1c1ccc(F)cc1 (stereo not drawn)	1%	i	35	1	835
COc1cc(Cl)c(C)cc1NC(=O)Cc1cccs1	-4%	i	61	7	830
CN(CCNC(=O)C1CCCN(c2ncnc3c2nc2n3CCCCC2)C1)Cc1ccccc1 (stereo not drawn)	7%	i	65	9	728
COc1ccc(NS(=O)(=O)c2cccc(C(=O)Nc3cccc(C(=O)O)c3)c2)cc1	0%	i	59	4	829
COc1ccccc1CNC(=O)COc1ccc(C)cc1	-2%	i	30	-2	857
COc1ccc(CN2CCN(Cc3ccc(CO)o3)CC2CCO)cc1C (stereo not drawn)	-8%	i	67	-5	809
COc1c(C)cc(C(=O)C2CCCN(C(=O)Cn3nc(C)nc3C)C2)cc1C (stereo not drawn)	8%	i	18	22	805
COc1ccccc1C(=O)N/C(=C/c1ccco1)C(=O)Nc1cccc(C(=O)O)c1	-2%	i	46	46	763

Grouped by structure: the entries above containing a furan ring, fused or not.
SMILES	PhoP inhibition	T cell modulator	T cell modulator vesicle-bound %	Lipid droplet	Lipid droplet cells 6.5 µM
CCS(=O)(=O)Nc1cccc(C2=NN(C(=O)c3ccco3)C(c3ccco3)C2)c1 (stereo not drawn)	4%	i	5	14	853
Cc1c(C(=O)N2CCC[C@H]2CO)oc2c(F)cccc12	14%	i	58	9	865
CCc1ccccc1-n1c(SCC(=O)NC)nnc1-c1ccco1	3%	i	62	5	860
COc1ccc(NC(=S)N2CCN(C(=O)c3ccco3)CC2)cc1	-6%	i	17	-2	795
COc1ccc(N(C(=O)c2ccco2)C(C(=O)NC2CCCC2)c2cccnc2)c(OC)c1 (stereo not drawn)	4%	i	47	6	825
COc1ccc(CN2CCN(Cc3ccc(CO)o3)CC2CCO)cc1C (stereo not drawn)	-8%	i	67	-5	809
COc1ccccc1C(=O)N/C(=C/c1ccco1)C(=O)Nc1cccc(C(=O)O)c1	-2%	i	46	46	763
